Source: PubChem
TRb SRC2 PPI: disrupts binding of human TR beta to SRC2. P10828. TRbeta-SRC2 peptide binding, fluorescence polarization; receptor liganded with 1 µM T3. Potency, µM (series often up to 106 µM), for inactives: at the top dose activity change, negative = inhibition, actives largely listed as inhibitors. actives 0.065% (n = 280,000). AID 1469;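 further: plate controls were bound peptide for no effect and peptide without receptor for full effect; nearly all actives have a fitted effect of over 50% in size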
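Fluorescence polarization of 20 nM Texas Red SRC2 peptide (20-aa NR interaction domain) bound to 0.6 uM human TRb ligand-binding domain, with 1 uM T3, after 5 hr at ambient temperature; inhibition seen as decreased polarization.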
Tau fibril ThT: inhibitors of human tau fibril formation, thioflavin T binding | actives 2.1% (n = 270,000) | Potency, µM (highest dose often 57.4 µM), for the others: at the highest dose activity, negative = inhibition, most hits filed as inhibitors | AID 1460 | recombinant tau K18 P301L, heparin-induced fibrillization, ThT fluorescence | P10636; further: on the % scale 0 is the no-effect control and ±100 the full control effect; nearly all actives have a fitted effect of over 55% in size
Target sequence (P10636 561-689 P618L limits assumed): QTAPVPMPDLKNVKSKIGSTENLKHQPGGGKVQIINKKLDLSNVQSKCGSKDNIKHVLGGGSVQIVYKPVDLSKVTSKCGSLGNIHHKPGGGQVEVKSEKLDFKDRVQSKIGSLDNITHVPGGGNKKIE
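Using a mix of unlabeled (15 uM) and Alexa 594-labeled (0.24 uM) tau K18 P301L, heparin-triggered fibrillization over 6 hr at 37 C was scored by ThT fluorescence.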
Tau fluor cs: counter-screen for tau fibril formation inhibitors; actives 0.93% (n = 280,000); Potency, µM (top dose mostly 57.7 µM), for inactives: at the highest dose activity change, negative = decrease; tau K18 P301L Alexa594 fluorescence, heparin fibrillization; further: on the % scale 0 is the no-effect control and ±100 the full control effect; nearly all actives have a fitted effect of over 55% in size
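Human tau K18 P301L (15 uM unlabeled, 0.24 uM Alexa 594-labeled) in 100 mM sodium acetate pH 7 with 20 uM heparin, 6 hr at 37 C. ThT 30 uM added, 1 hr ambient; Alexa 594 FP and total fluorescence read at 555/632 nm.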
L3MBTL1 inh: blocks human L3MBTL1 | Q9Y468 | AlphaScreen L3MBTL1–H3K9me1 peptide binding | Potency, µM (series often up to 57.1 µM), without a hit: at the top dose activity, negative = inhibition, actives largely listed as inhibitors | actives 0.66% (n = 230,000); further: on the % scale 0 is the no-effect control and ±100 the full control effect; nearly all actives have a fitted effect of over 60% in size
Target sequence (Q9Y468 whole entry, looked up): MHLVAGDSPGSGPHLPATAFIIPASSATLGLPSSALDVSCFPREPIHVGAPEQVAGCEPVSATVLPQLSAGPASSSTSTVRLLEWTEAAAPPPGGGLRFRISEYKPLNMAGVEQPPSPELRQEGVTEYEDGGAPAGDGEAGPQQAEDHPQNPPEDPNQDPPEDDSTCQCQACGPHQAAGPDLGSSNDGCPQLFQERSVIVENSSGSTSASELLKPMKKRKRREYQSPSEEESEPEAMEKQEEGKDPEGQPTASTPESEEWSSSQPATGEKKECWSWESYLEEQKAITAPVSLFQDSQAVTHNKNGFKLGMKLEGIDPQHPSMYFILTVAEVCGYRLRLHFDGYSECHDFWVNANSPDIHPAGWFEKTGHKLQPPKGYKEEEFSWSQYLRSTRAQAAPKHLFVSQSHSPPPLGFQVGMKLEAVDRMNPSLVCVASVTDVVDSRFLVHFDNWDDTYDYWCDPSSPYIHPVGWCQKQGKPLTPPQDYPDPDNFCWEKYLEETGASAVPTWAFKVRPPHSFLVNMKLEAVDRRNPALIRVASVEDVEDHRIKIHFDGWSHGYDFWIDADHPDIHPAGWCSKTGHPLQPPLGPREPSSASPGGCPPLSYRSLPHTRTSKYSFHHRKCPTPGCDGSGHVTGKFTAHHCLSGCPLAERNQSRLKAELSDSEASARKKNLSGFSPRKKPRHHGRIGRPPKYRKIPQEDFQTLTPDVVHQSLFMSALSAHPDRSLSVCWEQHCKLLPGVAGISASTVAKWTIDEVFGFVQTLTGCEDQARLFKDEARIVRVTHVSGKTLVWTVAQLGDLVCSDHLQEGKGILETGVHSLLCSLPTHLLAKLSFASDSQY
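L3MBTL1 50 nM + b-AHA-H3(1-15)K9me1 75 nM, 30 min RT; compound added, 30 min RT; streptavidin donor/Ni-chelate acceptor beads 10 ug/mL each final, 30 min RT dark; AlphaScreen read.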
Tau FP inhib: inhibitors of human tau fibril formation. P10636. K18 P301L tau heparin fibrillization, Alexa594 FP, 6 h. Potency, µM (titrated, usually from 57.7 µM), inactives show top-dose activity, negative = inhibition, hits mostly inhibitors. actives 0.39% (n = 280,000). AID 1468; further: on the % scale 0 is the no-effect control and ±100 the full control effect; nearly all actives have a fitted effect of over 55% in size
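Human tau K18 […] P301L fragment, 15 uM unlabeled plus 0.24 uM Alexa 594-labeled tau (final), with compound and 20 uM heparin in 100 mM sodium acetate pH 7; 6 hr at 37 C, then Alexa 594 FP read.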
HTT cytoprotect: protects HTT-Q103 PC12 cells, measured by ATP; PC12 HTT-Q103 induced, cytoprotection, ATP luminescence, 40 h; Potency, µM (series often up to 56.4 µM), without a hit: cytoprotection (ATP increase), most hits filed as activators; actives 0.14% (n = 230,000); AID 1471;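 further: % of control where 0% means no effect; nearly all actives have a fitted effect of over 45% in size; toxic huntingtin expression switched on by the ecdysone agonist tebufenozide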
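PC12 cells with ecdysone-inducible HTT exon 1 Q103-GFP, induced with 100 nM tebufenozide and co-treated with library compounds in a dose series (1536-well, 1500 cells/well). Cytoprotection read as ATP content by ATPlite luminescence.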
TR SRC2 fluor cs: Texas Red fluorescence interference in TRb-SRC2 counter-screen; TRb/SRC2 Texas Red total fluorescence interference; Potency, µM (highest dose often 106 µM), without a hit: top-dose fluorescence change, negative = quenching; actives 0.29% (n = 280,000); active means well fitted curve in either direction with a large enough effect; inconclusive means small, poorly fitted or top-dose-only effect; further: on the % scale 0 is the no-effect control and ±100 the full control effect
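Flags fluorescent or light-absorbing compounds by total fluorescence, S + 2P, at 555 nm excitation and 632 nm emission. Mixture: 20 nM Texas Red SRC2 peptide, 0.6 uM human TRb LBD, 1 uM T3, 5% DMSO; compound exposure 5 h at ambient temperature.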
RECQ1 inh: inhibitors of human RECQ1 DNA helicase; Potency, µM (series often up to 57.3 µM), inactives show at the top dose activity, negative = inhibition, hits mostly inhibitors; RECQ1 DNA unwinding, red fluorescence kinetic read; AID 2549; actives 0.54% (n = 240,000); P46063;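 further: plate controls were vehicle for no effect and no enzyme for full effect; nearly all actives have a fitted effect of over 30% in size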
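RECQ1T1 50 nM; forked duplex (20 bp + 30-nt ss tails) 200 nM, ATP 2 mM final; pH 8.0, 2 mM MgCl2, 2.5 ug/ml poly(dI-dC); 15 min compound preincubation; discontinuous kinetic read over 2 h at RT.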
* hit, by the source's call; i = inactive; ? = inconclusive; · = no result given; & = joins results of further samples; [ ] = another dose, or the depositor's remark. Unless noted, the call rests on the fitted dose curve; in most records, active means well fitted curve in the direction sought with a large enough effect; inconclusive means small, poorly fitted or top-dose-only effect, or another doubt; inactive means no such curve, though single readings can be large; an effect the other way counts as inactive or inconclusive. Potency means the concentration at half of the fitted maximal effect. Only part of the results is shown; rates above refer to the full screens.

The first 2 entries, to show the layout:
SMILES	TRb SRC2 PPI	Tau fibril ThT	Tau fluor cs	L3MBTL1 inh	Tau FP inhib	HTT cytoprotect	TR SRC2 fluor cs	RECQ1 inh
CN(C)C(=O)c1cc(Cl)ccc1Sc1cc(Cl)ccc1Cl	-5.2%	-9.6%	-7.1%	·	12.7%	-1.7%[10 µM]	-4.6%	-1.0%
CC(=O)Nc1nc(C)c(Oc2cccc(C(F)(F)F)c2)c(=O)[nH]1	-2.9%	-11.1%	-10.3%	10.8%	4.2%	6.9%[10 µM]	-3.0%	i

Results, from the first entry:
SMILES	TRb SRC2 PPI	Tau fibril ThT	Tau fluor cs	L3MBTL1 inh	Tau FP inhib	HTT cytoprotect	TR SRC2 fluor cs	RECQ1 inh
CN(C)C(=O)c1cc(Cl)ccc1Sc1cc(Cl)ccc1Cl	-5.2%	-9.6%	-7.1%	·	12.7%	-1.7%[10 µM]	-4.6%	-1.0%
CC(=O)Nc1nc(C)c(Oc2cccc(C(F)(F)F)c2)c(=O)[nH]1	-2.9%	-11.1%	-10.3%	10.8%	4.2%	6.9%[10 µM]	-3.0%	i
O=C(COc1ccc(Cl)cc1Cl)N1CCCCCC1	-15.2%	-4.8%	0.0%	3.4%	4.0%	6.9%	-0.8%	-6.2%
Fc1ccc(NCc2n[nH]c(=S)n2Cc2ccccc2)cc1	-10.2%	-19.2%	?	·	-3.2%	-6.4%	-4.2%	-15.3%
CCOC(=O)n1cc(-c2cnc(CNC(=O)C(C)(c3ccccc3)c3ccccc3)o2)c2ccccc21	5.0%	-16.5%	-21.9%	-7.6%	-2.4%	·	-1.4%	-4.8%
O=C(CN1CCN(C2CCCCC2)CC1)Nc1ccccc1N1CCCCC1	-12.3%	-9.6%	-0.8%	0.4%	6.6%	-23.4%	-0.5%	-2.2%
N#Cc1cc(-c2ccccc2)oc1NC(=O)c1ccccc1	3.8%	-5.0%	-15.6%	·	-2.5%	-14.0%	-1.1%	-2.1%
Cc1nn(-c2ccccc2)c(N)c1Sc1ccccc1[N+](=O)[O-]	-2.6%	-14.8%	-22.4%	-3.3%	-4.9%	2.4%[10 µM]	-7.9%	-14.6%
CCOc1ccccc1N(CC(=O)OC)S(=O)(=O)c1ccccc1	-3.5%	-1.9%	-1.0%	1.3%	-6.0%	-8.0%	-1.8%	-3.7%
COc1cc(-c2ccc(=O)[nH]n2)ccc1OC(F)F	-14.7%	-2.5%&-16.1%&-2.6%&-8.0%&-6.3%	-3.3%&-12.1%&-0.4%&-7.5%&-10.8%	·	-1.9%&-20.1%&7.0%&-6.0%&-5.6%	?	3.0%	-3.1%
N#C/C(=C\c1cccnc1)c1nc2ccccc2[nH]1	4.1%	?	-23.1%	-7.0%	-3.8%	-16.0%[10 µM]	-1.3%	4.6%
COc1ccc(C(=O)CN(Cc2ccccc2)C2=NCCS2)cc1	-1.6%	0.3%	-5.8%	12.1%	2.6%	1.0%[10 µM]	-1.8%	-4.1%
O=C(Cc1coc(-c2ccc(F)cc2)n1)NC1CCCCC1	3.8%	-4.0%	1.3%	·	5.2%	-0.1%	0.4%	i
CCOCCCNC(=O)C(Cc1ccccc1)NS(=O)(=O)c1ccc2c(c1)c(=O)n(C)c(=O)n2C (centres undefined)	-11.6%&-0.2%	?	2.2%&-0.9%	·	12.4%&-0.3%	13.2%	-4.5%&-5.0%	-11.9%
COCCN1C(=O)N[C@H](c2cccc(C(F)(F)F)c2)C(C(=O)OC)=C1C	0.0%&5.5%	0.1%&-4.3%	-4.8%&-8.9%	-6.7%	-5.6%&9.7%	·	-0.6%&-0.8%	?
COC(=O)C(C(=O)OC)C1c2ccccc2C=C(C2CC2)N1C(=O)OC (centres undefined)	0.2%	-2.0%	-9.6%	·	-0.4%	4.0%	1.5%	2.2%
Nc1nc(CCOc2ccc(F)cc2)cs1	-4.1%	-11.3%	-7.7%	·	-1.3%	-15.1%	0.1%	-1.8%
OC1CCN(Cc2cccc3ccccc23)CC1	-3.4%	-4.0%	-9.2%	-4.5%	-2.5%	-5.1%[10 µM]	-3.6%	-4.9%
O=C(NCc1ccc(Cl)cc1)C1CCN(S(=O)(=O)c2ccc3c(c2)CCCN3C(=O)C2CCC2)CC1	-0.8%	-11.1%	-21.2%	·	3.6%	·	3.7%	·
O=C(O)CCC(=O)Nc1ccccc1C(=O)NC1CCCCC1	-1.9%	-7.9%	0.1%	·	4.7%	-12.1%[0.074 µM]	-0.8%	i
CCOC(=O)CC1C(=O)NCCN1S(=O)(=O)c1ccccc1 (centres undefined)	5.4%	5.4%	8.1%	7.4%	4.2%	13.2%	-0.4%	i
Cc1nn2c(C)c(C(=O)Nc3ccccc3)cnc2c1C#N	-4.9%	-1.8%	0.9%	·	5.8%	6.5%	1.0%	14.3%
COc1ccc(/C=N/NC(=O)c2cccc(NC(C)=O)c2)c(C(=O)O)c1OC	1.2%	-6.8%	-2.7%	·	-3.8%	-50.9%	-0.6%	-12.4%
O=C(CCSc1nc(-c2ccco2)cc(C(F)(F)F)n1)N1CCN(c2ccccc2)CC1	-17.7%	?	-19.4%	-1.3%	4.7%	-2.8%[0.074 µM]	-0.7%	-0.5%
Cc1cc(Nc2ccccc2)n(CCC#N)n1	-7.2%	3.1%	4.4%	·	1.2%	21.7%	-3.2%	i

Other records.
SMILES	TRb SRC2 PPI	Tau fibril ThT	Tau fluor cs	L3MBTL1 inh	Tau FP inhib	HTT cytoprotect	TR SRC2 fluor cs	RECQ1 inh
CC1(C)Cc2c(sc3nc4n(-c5ccccc5)cnn4c(=O)c23)CO1	-6.7%	-8.2%	-10.4%	1.1%	5.8%	3.0%[10 µM]	-0.7%	-12.9%
COc1ccc(NC(=O)c2c(C)nn(Cc3ccccc3)c2Cl)cc1S(=O)(=O)N1CCOCC1	-5.2%	-3.9%	-8.4%	6.5%	2.7%	-19.4%	-0.5%	i
CCOc1ccc(NC(=S)N(CCc2c(C)[nH]c3ccccc23)Cc2ccco2)cc1	-0.4%	?	12.6µM*[quencher]	-1.3%	?	·	-2.9%	-7.3%
CCCCCCCOC(=O)C1=C(C)Nc2ncnn2C1c1cccs1 (centres undefined)	4.8%	-10.7%	-10.9%	·	-7.4%	-17.1%	0.8%	i
Cc1cc(N2CCOCC2)nc(N)n1	3.1%	-7.5%	-11.3%	·	-7.5%	-26.4%	1.0%	i
COc1ccc(OCC(=O)N2CCN(C(=O)c3cccc(F)c3)CC2)cc1	5.3%	-12.6%	-6.2%	·	5.8%	5.3%	1.8%	0.1%
O=C(O)Cc1ccc(NCc2ccccc2Cl)cc1	-8.8%	-4.3%	-4.6%	·	-4.1%	-39.0%[inhibitor]	-0.5%	-10.0%
CC(C)Oc1ccccc1C1C=C(C(=O)O)Nc2ncnn21 (centres undefined)	-1.2%	3.3%	3.8%	·	1.5%	·	-2.8%	·
CCOC(=O)Cc1csc(NC(=S)NC(=O)c2cc(OC)cc(OC)c2)n1	4.3%	-16.3%	?	-3.2%	?	-50.0%[inhibitor]	0.0%	18.6%
COC(=O)c1ccc(Cn2cc(Cl)cn2)cc1	-10.8%	-7.9%	-8.0%	-8.0%	-5.6%	3.3%	-3.7%	i
COc1cc(C(c2oc(CO)cc(=O)c2O)c2oc(CO)cc(=O)c2O)cc(OC)c1OC	-3.3%	-1.0%	2.6%	-29.1%	3.7%	-10.4%	0.6%	-4.4%
CC(=O)c1cccc(NC(=O)c2cc3nc(-c4ccc(Br)cc4)cc(C(F)(F)F)n3n2)c1	-2.9%	-8.0%	-4.9%	·	-1.0%	·	1.7%	·
Cc1ccc(C(NC(=O)Cc2cccs2)C(=O)Nc2ccc(C(C)C)cc2)cc1 (centres undefined)	1.3%	11.1%	-14.7%	·	-8.2%	·	-2.1%	·
CC(C)Cc1cc(C(=O)O)n[nH]1	-10.0%	-1.3%	-0.4%	·	1.2%	4.0%[10 µM]	1.1%	i
CCN1CCC(NC(=O)Nc2ccc(F)cc2F)CC1	0.9%	6.0%	-5.2%	39.9%[activator]	-2.7%	-14.5%[10 µM]	-3.4%	i
CC(C)CC(=O)Nc1ccc(C(=O)NNC(=O)C(c2ccccc2)c2ccccc2)cc1	-14.6%	-9.2%	-16.4%	·	-10.4%	-5.6%	2.2%	-3.0%
CC1=C(C(=O)Nc2cc(C)ccn2)C(c2cnn(C)c2)C2=C(CC(c3ccccc3)CC2=O)N1 (centres undefined)	1.1%	-8.2%	-9.7%	12.4%	-8.7%	-3.9%[10 µM]	-3.4%	-13.7%

Entries of single compounds, quoted from the list. Screens in order: TRb SRC2 PPI	Tau fibril ThT	Tau fluor cs	L3MBTL1 inh	Tau FP inhib	HTT cytoprotect	TR SRC2 fluor cs	RECQ1 inh
CCOc1ccc(NC(=S)N(CCc2c(C)[nH]c3ccccc23)Cc2ccco2)cc1 is listed as -0.4%	?	12.6µM*[quencher]	-1.3%	?	·	-2.9%	-7.3%
COC(=O)c1ccc(Cn2cc(Cl)cn2)cc1 is listed as -10.8%	-7.9%	-8.0%	-8.0%	-5.6%	3.3%	-3.7%	i
CC(=O)c1cccc(NC(=O)c2cc3nc(-c4ccc(Br)cc4)cc(C(F)(F)F)n3n2)c1 is listed as -2.9%	-8.0%	-4.9%	·	-1.0%	·	1.7%	·
